RXFP1 antagonist – RXFP1 (human) relaxin receptor antagonism. Q9HBX9. activity change, negative = inhibition, % at 57.5 µM. HEK293-RXFP1, relaxin-stimulated cAMP HTRF, 30 min; hits give low values. 350,000 tested, 0.59% active;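 active = activity change of -60% or lower, but not beyond a set lower limit; inconclusive = change between -60% and -40%, or beyond the set limit; inactive = change above -40%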; also: % is scaled to controls: 0 for no effect and ±100 for the full control effect
D2 PAM – D2 dopamine receptor (human) potentiation | P14416 | HEK293 T-REx D2, calcium flux, EC20 dopamine potentiation | potentiation, % at 10 µM | 340,000 tested, 0.34% active;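 active = potentiation over 3 SD above the plate norm, cut at about 30% in these data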; also: 0% is about no effect
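Calcium flux readout, no-wash dye, 1 read/s. Inducible HEK293 Trex D2 line, overnight 30 C. Compound alone 180 s (agonist flags), then EC20 dopamine, another 180 s to score potentiation.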
D1 PAM – human D1 dopamine receptor positive modulation; 360,000 tested, 0.036% active; AID 504651; potentiation, % at 10 µM; HEK293 TREx D1 cells, calcium flux, dopamine EC20 potentiation; in the data active = potentiation above about 30%; also: 0% is about no effect
Target sequence (P21728 whole entry, looked up): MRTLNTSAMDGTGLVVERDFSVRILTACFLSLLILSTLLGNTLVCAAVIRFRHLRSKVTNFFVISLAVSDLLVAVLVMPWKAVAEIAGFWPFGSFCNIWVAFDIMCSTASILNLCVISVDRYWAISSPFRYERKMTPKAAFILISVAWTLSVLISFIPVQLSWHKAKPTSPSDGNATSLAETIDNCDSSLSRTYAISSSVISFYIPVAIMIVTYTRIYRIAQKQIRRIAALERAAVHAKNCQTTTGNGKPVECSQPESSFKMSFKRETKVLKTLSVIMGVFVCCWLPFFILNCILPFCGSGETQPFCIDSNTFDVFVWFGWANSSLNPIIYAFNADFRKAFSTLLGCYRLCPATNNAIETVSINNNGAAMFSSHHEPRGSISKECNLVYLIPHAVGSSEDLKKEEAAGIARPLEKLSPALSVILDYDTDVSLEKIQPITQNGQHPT
RXFP1 agonist – RXFP1 (human) receptor agonism; AID 2676; Potency, µM (doses to about 57.5 µM), inactives show at the top dose activation, usual class: activators; 370,000 tested, 0.3% active; HEK293T-RXFP1 cAMP TR-FRET, 30 min; response scale: percent of porcine relaxin response, buffer zero; also: potency is read from the fitted curve at half-maximal effect; % is scaled to controls: 0 for no effect and ±100 for the full control effect; nearly all actives have a fitted effect of over 60% in size; many of its hits are not listed in these tables
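cAMP rise read by TR-FRET after 30 min, 37C compound exposure (up to 58 uM) in RXFP1-transfected HEK293 cells with Ro 20174 present. EC50 from Hill-equation fits, with 29 nM porcine relaxin as 100% and buffer as basal.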
D1 antag – human D1 dopamine receptor antagonism | HEK293 TREx D1 cells, calcium flux, dopamine EC80; hits give low values | activity change, negative = inhibition, % at 10 µM | 360,000 tested, 3.2% active; in the data active = activity change below about -30%; also: % is scaled to controls: 0 for no effect and ±100 for the full control effect
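Allosteric or orthosteric antagonism assessed as attenuation of the calcium response to EC80 dopamine, added 180 s after compound, in induced HEK293 Trex D1 cells loaded with no-wash calcium dye.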
Glioma ERSR ind – induces the endoplasmic reticulum stress response in human glioma cells; Potency, µM, for inactives: top-dose activation, most hits filed as activators; 420,000 tested, 0.02% active; U87-MG GRP78 promoter luciferase reporter, 16 h; AID 602332; also: potency is read from the fitted curve at half-maximal effect; series mostly up to about 76 µM; % of control where 0% means no effect; nearly all actives have a fitted effect of over 35% in size
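Stably transfected U87-MG glioma cells carrying a GRP78-based luciferase sensor; 16 h compound incubation. Luminescence end-point read 10 min after Bright-Glo addition at room temperature.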
Vif-APOBEC3G blk – Vif-A3G binding inhibition; Potency, µM (series often up to 46.1 µM), for inactives: at the highest dose activity, negative = active, most hits filed as inhibitors; Q9HC16; 410,000 tested, 0.076% active; AID 602310; HeLa A3G-eYFP + Vif (tagged APOBEC3G with the HIV-1 protein that degrades it), YFP fluorescence, overnight;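 also: potency is read from the fitted curve at half-maximal effect; % is scaled to controls: 0 for no effect and ±100 for the full control effect; nearly all actives have a fitted effect of over 60% in size; hits raise eYFP signal because A3G escapes Vif-driven loss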
Target sequence (Q9HC16 whole entry, looked up): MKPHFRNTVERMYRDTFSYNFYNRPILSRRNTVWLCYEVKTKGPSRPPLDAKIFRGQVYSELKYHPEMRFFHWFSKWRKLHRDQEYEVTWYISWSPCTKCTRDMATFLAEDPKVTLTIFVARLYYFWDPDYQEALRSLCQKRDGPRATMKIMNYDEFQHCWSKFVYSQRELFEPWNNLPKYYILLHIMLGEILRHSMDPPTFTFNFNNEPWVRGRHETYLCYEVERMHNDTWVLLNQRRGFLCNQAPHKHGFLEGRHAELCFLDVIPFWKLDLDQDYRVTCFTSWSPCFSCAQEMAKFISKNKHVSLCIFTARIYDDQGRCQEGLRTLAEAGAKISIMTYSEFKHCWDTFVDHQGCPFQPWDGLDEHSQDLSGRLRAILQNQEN
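Read-out is eYFP fluorescence (Ex 488/Em 500-530) from Vif-expressing HeLa A3G-eYFP cells; more signal means A3G escaped Vif-mediated degradation. Cells plated overnight, compound pinned in, incubated overnight at 37 deg C.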
Vif-A3F inh – Vif-A3F binding inhibition; HeLa A3F-eYFP + Vif (tagged APOBEC3F with the HIV-1 protein that degrades it), YFP fluorescence increase; Potency, µM (doses to about 46.1 µM), without a hit: at the top dose activity, negative = active; 390,000 tested, 0.2% active; also: potency is read from the fitted curve at half-maximal effect; % of control where 0% means no effect; nearly all actives have a fitted effect of over 65% in size
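HeLa cells stably expressing Vif plus C-terminally eYFP-tagged A3F were seeded, incubated overnight at 37 deg C, dosed with compound, incubated overnight again at 37 deg C. Yellow fluorescence (Ex 488/Em 500-530) reported blocked Vif-mediated A3F-eYFP degradation.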
D1 ag – activates the human D1 dopamine receptor; 360,000 tested, 1% active; HEK293 T-REx D1 cells, calcium flux, agonist mode; activation, % at 2 µM; P21728; in the data active = activation above about 30%; also: 0% is about no effect
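Agonism was scored from calcium flux recorded over 180 s (1 read/s) after pintool compound addition, following a 10-cycle baseline. Cells were inducible force-coupled HEK293 TREx D1, plated overnight at 30 C and loaded with no-wash calcium dye.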
Active calls of the source: *; ? = inconclusive; . = no result given. Unless noted, calls follow the shape of the dose curve; as a rule, active = well fitted curve in the direction sought with a large enough effect; inconclusive = small, poorly fitted or top-dose-only effect, or another doubt; inactive = no such curve, though single readings can be large; an effect the other way counts as inactive or inconclusive. A portion of the library; the hit share may differ from the screen's.

Sample of the layout (ten entries):
SMILES | RXFP1 antagonist | D2 PAM | D1 PAM | RXFP1 agonist | D1 antag | Glioma ERSR ind | Vif-APOBEC3G blk | Vif-A3F inh | D1 ag
COc1cc([N+](=O)[O-])ccc1NC(=O)COC(=O)CCOc1ccc(C)cc1 | -5 | -6 | . | 3.2% | -10 | 4% | -22% | 7% | 5
Cc1cc(F)ccc1S(=O)(=O)N1CCCOC1CNC(=O)C(=O)NCCN1CCOCC1 (configuration not stated) | -7 | 3 | 2 | -1.7% | -1 | -4% | -1% | -4% | -1
CCCCC/C=C/C1=CC(=O)C[C@H](c2ccc(Cl)cc2)C1 | . | -4 | 0 | -0.5% | -1 | -4% | -12% | -4% | 1
CS(=O)(=O)N1N=C(c2ccc3nccnc3c2)CC1c1ccccc1 (configuration not stated) | 10 | 13 | -5 | -0.5% | -6 | 1% | 2% | 2% | 7
CCCCSCCCNC(=O)C1CCN(Cc2nc(-c3ccc(CC)cc3)oc2C)CC1 | . | 1 | -1 | -0.6% | -8 | 1% | 0% | -4% | 27
O=C(Cn1cc(SCc2ccccc2Cl)c2ccccc21)N1CCOCC1 | -20 | -5 | -10 | -2.5% | -12 | 5% | -8% | -21% | 0
O=C(c1ccco1)N1CCN(C(=O)C2CCN(S(=O)(=O)c3cccc4nsnc34)CC2)CC1 | -1 | . | . | . | . | -6% | 1% | 3% | .
COc1ccccc1C(=O)COC(=O)c1nc(Cl)ccc1Cl | -9 | 2 | -2 | 1.7% | 7 | -3% | 1% | 0% | 0
CCOC(=O)c1cccc(NS(=O)(=O)c2c(C)[nH]c(C)c2C(=O)N2CCCC2)c1 | 22 | . | -10 | 0.3% | 0 | -1% | -1% | -4% | 1
Cc1ccc(C)c(C(=O)COC(=O)c2cc(Cl)nc3ccccc23)c1 | -14 | -11 | -5 | 1.1% | 5 | 0% | 0% | 1% | 8

The whole of this part, from the start:
SMILES | RXFP1 antagonist | D2 PAM | D1 PAM | RXFP1 agonist | D1 antag | Glioma ERSR ind | Vif-APOBEC3G blk | Vif-A3F inh | D1 ag
COc1cc([N+](=O)[O-])ccc1NC(=O)COC(=O)CCOc1ccc(C)cc1 | -5 | -6 | . | 3.2% | -10 | 4% | -22% | 7% | 5
Cc1cc(F)ccc1S(=O)(=O)N1CCCOC1CNC(=O)C(=O)NCCN1CCOCC1 (configuration not stated) | -7 | 3 | 2 | -1.7% | -1 | -4% | -1% | -4% | -1
CCCCC/C=C/C1=CC(=O)C[C@H](c2ccc(Cl)cc2)C1 | . | -4 | 0 | -0.5% | -1 | -4% | -12% | -4% | 1
CS(=O)(=O)N1N=C(c2ccc3nccnc3c2)CC1c1ccccc1 (configuration not stated) | 10 | 13 | -5 | -0.5% | -6 | 1% | 2% | 2% | 7
CCCCSCCCNC(=O)C1CCN(Cc2nc(-c3ccc(CC)cc3)oc2C)CC1 | . | 1 | -1 | -0.6% | -8 | 1% | 0% | -4% | 27
O=C(Cn1cc(SCc2ccccc2Cl)c2ccccc21)N1CCOCC1 | -20 | -5 | -10 | -2.5% | -12 | 5% | -8% | -21% | 0
O=C(c1ccco1)N1CCN(C(=O)C2CCN(S(=O)(=O)c3cccc4nsnc34)CC2)CC1 | -1 | . | . | . | . | -6% | 1% | 3% | .
COc1ccccc1C(=O)COC(=O)c1nc(Cl)ccc1Cl | -9 | 2 | -2 | 1.7% | 7 | -3% | 1% | 0% | 0
CCOC(=O)c1cccc(NS(=O)(=O)c2c(C)[nH]c(C)c2C(=O)N2CCCC2)c1 | 22 | . | -10 | 0.3% | 0 | -1% | -1% | -4% | 1
Cc1ccc(C)c(C(=O)COC(=O)c2cc(Cl)nc3ccccc23)c1 | -14 | -11 | -5 | 1.1% | 5 | 0% | 0% | 1% | 8
Cc1ccc(-c2nn3c(C)nnc3s2)cc1NC(=O)COc1ccc(Cl)cc1 | -3 | 8 | -2 | 9.6% | 3 | -3% | 1% | -5% | 3
CC(=O)Nc1ccc(C(=O)NNS(=O)(=O)c2ccc(C)cc2)cc1 | -1 | 2 | 0 | 0.9% | 11 | -4% | 3% | 10% | 0
C/C(=N\NC(=O)CCc1ccccc1)C1C(=O)c2ccccc2C1=O | ? | 2 | 0 | 1.0% | 1 | 1% | -1% | ? | 2
Cc1nc(N2CCN(C(=O)c3ccco3)CC2)nc2c1C(=O)CCC2 | -8 | -24 | -9 | -0.7% | 3 | -2% | 1% | 1% | 6
CCOc1ccc(C2/C(=C(/O)c3ccc4c(c3)CC(C)O4)C(=O)C(=O)N2CCCn2ccnc2)cc1OCC (configuration not stated) | -24 | 1 | 0 | 4.0% | -4 | -2% | 7% | -21% | 0
COc1ccc(C(=O)OCCN=C2NS(=O)(=O)c3ccccc32)cc1OC | -18 | 20 | 7 | 0.6% | -3 | -3% | -2% | -7% | -1
CC(=O)Nc1ccc(NC(=O)CCCn2nc(C)c3sc4ccccc4c3c2=O)cc1 | -12 | 8 | 2 | 21% | 4 | -5% | 0% | 3% | 10
O=C(c1ccc[nH]c1=S)N1CCN(S(=O)(=O)c2ccc(Br)cc2Cl)CC1 | -16 | . | -4 | 0.5% | -17 | 1% | 2% | 4% | 0
O=C1c2ccccc2CN1CCNS(=O)(=O)c1ccc2ccccc2c1 | -2 | -8 | -2 | 2.0% | 7 | 0% | -1% | . | 2
CCOC(=O)c1c(N)sc2c(OCC)c(Br)ccc12 | 1 | 1 | 0 | 0.6% | -21 | 2% | -2% | -15% | 2
CCN(CC)c1nc2nonc2nc1N(CC)CC | -7 | 4 | -3 | -0.1% | 1 | -3% | 2% | -3% | 2
CC1CCCN(c2ncnc3c2nc2n3CCCCC2)C1 (configuration not stated) | . | -9 | 6 | 3.7% | 3 | 1% | -3% | 1% | 1
C/C(=N/OCO/N=C(\C)c1ccccc1F)c1ccccc1F | . | -6 | 2 | 0.2% | -2 | -1% | 0% | 8% | 4
COc1ccc(NC(=O)CN(C)C(=O)c2oc3c(ccc4ccccc43)c2C)cc1 | 11 | 5 | 11 | 1.4% | 4 | -2% | 1% | -9% | 2
CCOC(=O)N1CCN(C(=O)CCCn2nc(C)c3sc4ccccc4c3c2=O)CC1 | 6 | -6 | 0 | 0.6% | 14 | 0% | -1% | -2% | 2
Cc1occc1C(=O)N1CCN(S(=O)(=O)c2ccccc2)CC1 | -1 | -3 | 4 | -1.8% | -10 | -3% | 0% | -5% | 2
Cc1cccc(NC(=O)c2ccc(OCC(=O)NCc3ccccc3)cc2)c1C | -17 | -9 | -1 | 2.2% | 9 | -2% | 4% | 0% | 2
Cc1ccc(OC(=O)CCN2C(=O)c3ccccc3C2=O)cc1C | -12 | 15 | -4 | 5.6% | -8 | -3% | 7% | -4% | 5
Nc1ccc(C(=O)N2CCCC2)cc1CS(=O)(=O)c1ccc(Cl)cc1 | -14 | 7 | 1 | 3.6% | 21 | -6% | 5% | -12% | 0
O=C(Nc1nc(-c2cc3ccccc3oc2=O)cs1)c1ccco1 | . | -4 | -8 | 2.8% | -64* | 3% | 4% | 3% | -1
CC(C)c1ccc(OCC(=O)NC2=NCCS2)cc1 | -4 | 0 | -1 | 0.0% | 2 | 6% | 2% | -1% | 7
O=C(N/N=C/c1cccc(F)c1)c1c(O)c2c([nH]c1=O)CCCC2 | 8 | 4 | -5 | -0.2% | -50* | 1% | 0% | -9% | 1
COc1cc(Nc2nc(-c3ccc(OC)c(OC)c3)nc3ccccc23)cc(OC)c1 | -6 | -11 | 0 | 3.5% | 8 | -4% | 0% | -2% | -2
O=C(O)c1c(NC(=O)N(CCO)Cc2ccccc2)sc2c1CCCC2 | 3 | 7 | -5 | 5.0% | 4 | 2% | 2% | 0% | 2
N#Cc1ccc(Oc2ccc(S(=O)(=O)N3CCCC3)cn2)cc1 | 1 | -6 | -2 | 0.3% | -10 | -1% | 3% | 6% | 5
Cc1ncc([N+](=O)[O-])n1CC(=O)Nc1ccc2c(c1)OCO2 | 17 | 5 | 4 | 0.5% | 7 | 2% | 3% | -3% | 0
CCN(CC)S(=O)(=O)c1cccc(NC(=O)c2cc(=O)[nH]c3ccccc23)c1 | 13 | 15 | 0 | 11% | -1 | -5% | 0% | -10% | 0
CCC1CCCCN1C(=O)c1cc2cc(Br)ccc2oc1=O (configuration not stated) | . | 7 | -1 | 1.8% | -6 | -6% | -3% | -4% | 3
CCc1ccc2[nH]c(=O)c(CN(CC3CCCO3)C(=S)NCc3ccco3)cc2c1 (configuration not stated) | -3 | 10 | 0 | -1.6% | 14 | -1% | -9% | 2% | 3
COc1cccc(CNC(=O)CN(c2ccc(C)cc2)S(=O)(=O)N(C)C)c1OC | . | -3 | -2 | 0.3% | -23 | -1% | 0% | 0% | -1
C/C(CC(=O)Nc1ccccn1)=N\NC(=O)c1ccc([N+](=O)[O-])cc1Cl | 1 | . | 1 | 3.6% | 10 | ? | -3% | -12% | 0
COc1ccc(CNCCc2ccc([N+](=O)[O-])cc2)c(OC)c1OC | 1 | 8 | -3 | -3.3% | -18 | 0% | 2% | -4% | 3
Cc1c(C)n2c(SCC(=O)N3CCC(C)CC3)nnc2[nH]c1=O | 5 | 2 | 0 | 0.5% | -1 | -6% | 1% | -12% | 3
COc1cc(C(=O)NN(CCC#N)C2=NS(=O)(=O)c3ccccc32)cc(OC)c1OC | 12 | . | 1 | 7.5% | -2 | -2% | 2% | 7% | 4
O=C(N/N=C\c1ccc([N+](=O)[O-])s1)c1cncc(Br)c1 | -9 | -10 | 2 | 1.0% | -5 | -3% | -1% | 0% | 4
Cc1c(Br)ccc(NC(=O)CCN2C(=O)C3C4CCC(C4)C3C2=O)c1C (configuration not stated) | -9 | 15 | 3 | -2.0% | -16 | 1% | 0% | 0% | -1
CC(C)(C)C(=O)/C(=C/c1ccc(Cl)cc1)n1cncn1 | -9 | 5 | 10 | 2.1% | -20 | -14% | ? | -7% | 0

Bioassay records as filed in PubChem.
